High-throughput results deposited in PubChem by National Center for Advancing Translational Sciences (NCATS).
L3MBTL1 block = L3MBTL1 (human) inhibition; Q9Y468; AlphaScreen L3MBTL1–H3K9me1 peptide binding; Potency, µM (series often up to 57.1 µM), for inactives: at the top dose activity, negative = inhibition, actives largely listed as inhibitors; hit rate 0.66% among 230,000; AID 485360; further: on the % scale 0 is the no-effect control and ±100 the full control effect; nearly all actives have a fitted effect of over 60% in size
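Read-out is AlphaScreen signal from streptavidin donor and nickel chelate acceptor beads (10 ug/mL final each) bridging L3MBTL1 (50 nM) and biotinylated K9-monomethylated H3(1-15) peptide (75 nM), after 30 min compound exposure at room temperature.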
RECQ1 helicase = inhibitors of human RECQ1 DNA helicase | P46063 | RECQ1 DNA unwinding, red fluorescence kinetic read | Potency, µM (top dose mostly 57.3 µM), for the others: at the highest dose activity, negative = inhibition, actives largely listed as inhibitors | hit rate 0.54% among 240,000 | AID 2549;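 further: plate controls were vehicle for no effect and no enzyme for full effect; nearly all actives have a fitted effect of over 30% in size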
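RECQ1T1 50 nM; forked duplex (20 bp + 30-nt ss tails) 200 nM, ATP 2 mM final; pH 8.0, 2 mM MgCl2, 2.5 ug/ml poly(dI-dC); 15 min compound preincubation; discontinuous kinetic read over 2 h at RT.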
ALDH1A1 block = blocks purified human ALDH1A1 activity; P00352; Potency, µM (top dose mostly 75.3 µM), for the others: at the top dose activity, negative = inhibition, most hits filed as inhibitors; Purified ALDH1A1, NADH fluorescence, propionaldehyde substrate; hit rate 7.3% among 220,000; AID 1030; active means well fitted inhibition curve with a large enough effect, not every such curve was filed as active; inconclusive means small, poorly fitted or top-dose-only effect, or another doubt; inactive means no such curve, though single readings can be large or run the other way;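 further: plate controls were no enzyme wells and a reference inhibitor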
Target sequence (P00352 whole entry, looked up): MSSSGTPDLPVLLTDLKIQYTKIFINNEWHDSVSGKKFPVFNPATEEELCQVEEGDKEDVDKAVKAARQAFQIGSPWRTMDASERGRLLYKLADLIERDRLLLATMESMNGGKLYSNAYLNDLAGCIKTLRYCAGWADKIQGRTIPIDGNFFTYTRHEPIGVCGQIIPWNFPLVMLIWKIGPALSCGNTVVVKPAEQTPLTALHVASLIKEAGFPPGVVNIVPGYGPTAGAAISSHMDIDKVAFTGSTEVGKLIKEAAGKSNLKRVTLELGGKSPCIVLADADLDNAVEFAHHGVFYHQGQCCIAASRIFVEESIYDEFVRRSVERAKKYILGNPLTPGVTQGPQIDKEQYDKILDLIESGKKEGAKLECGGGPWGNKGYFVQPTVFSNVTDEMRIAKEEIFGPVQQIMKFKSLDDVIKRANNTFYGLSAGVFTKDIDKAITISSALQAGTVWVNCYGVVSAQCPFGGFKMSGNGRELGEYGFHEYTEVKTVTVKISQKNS
SMN2 splice enh = SMN2 splice variant enhancement. HEK293 SMN2-luciferase splicing reporter, luminescence, 30-36 h. Potency, µM (highest dose often 46.1 µM), for the others: at the top dose activity change, positive = activation, usual class: activators. hit rate 2.8% among 210,000. AID 1458; further: % of control where 0% means no effect; nearly all actives have a fitted effect of over 55% in size
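HEK293 cells carry an SMN2 […]–luciferase reporter in which exon 7 inclusion puts luciferase in frame. Cells were plated 10-12 h before compound addition, then incubated 30-36 h at 37C. ONE-Glo luminescence was read; sodium butyrate at 4.5 mM final served as control.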
Lamin A splicing = LMNA splicing modulation. HeLa LMNA splicing GFP/RFP minigene ratio, 48 h. Potency, µM (titrated, usually from 46.1 µM), for inactives: at the highest dose ratio change, negative = inhibition, usual class: inhibitors. hit rate 0.01% among 200,000; active means well fitted inhibition curve with a large enough effect in the signal ratio, with a control signal flat, not every such curve was filed as active; inconclusive means small, poorly fitted or top-dose-only effect, or effect the other way, or a change in a side signal; the % refers to the signal ratio; further: on the % scale 0 is the no-effect control and ±100 the full control effect
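Read-out is the ratio of GFP to DsRed2 object intensity, acquired by 488 nm laser-scanning cytometry on HeLa lamin A-EGFP minigene reporter cells. Compound incubation 48 hrs at 37 °C in Opti-MEM with 2% FBS; DMSO 0.5% final.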
Luc counter = blocks Kinase-Glo luciferase, a counter-screen artifact; Q27757; Kinase-Glo luciferase, ATP luminescence, 8 min; Potency, µM (series often up to 38.3 µM), for the others: at the highest dose activity change, negative = inhibition, hits mostly inhibitors; hit rate 0.28% among 200,000; AID 1379; further: on the % scale 0 is the no-effect control and ±100 the full control effect; nearly all actives have a fitted effect of over 60% in size
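Compound is pinned into ATP-containing buffer (10 uM ATP, imidazole pH 7.2, 7 mM MgCl2). Kinase-Glo luciferase reagent is then added. Light output is recorded following an 8-min room-temperature incubation.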
KDM4E inh = JMJD2E (human) inhibition; B2RXH2; Potency, µM (doses to about 57.1 µM), for inactives: at the top dose activity change, negative = inhibition, usual class: inhibitors; hit rate 1.6% among 230,000; JMJD2E catalytic domain, FDH-coupled NADH fluorescence (FDH is formaldehyde dehydrogenase); active means well fitted inhibition curve with a large enough effect, not every such curve was filed as active; inconclusive means small, poorly fitted or top-dose-only effect, or another doubt; inactive means no such curve, though single readings can be large or run the other way;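 further: 0% = wells with enzyme and -100% = buffer wells without enzyme; nearly all actives have a fitted effect of over 50% in size; many of its hits are not listed in these tables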
Target sequence (B2RXH2 1-337 limits assumed): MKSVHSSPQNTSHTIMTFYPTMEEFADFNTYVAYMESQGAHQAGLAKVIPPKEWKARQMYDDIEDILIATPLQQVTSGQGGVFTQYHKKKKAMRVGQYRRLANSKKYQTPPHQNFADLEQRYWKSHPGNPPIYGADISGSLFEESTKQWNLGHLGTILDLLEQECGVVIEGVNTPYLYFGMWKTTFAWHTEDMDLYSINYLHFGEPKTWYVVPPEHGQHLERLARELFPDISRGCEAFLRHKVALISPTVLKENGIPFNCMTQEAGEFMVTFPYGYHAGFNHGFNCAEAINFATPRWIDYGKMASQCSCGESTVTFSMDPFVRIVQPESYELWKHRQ
Tau ThT inhib = tau fibrillization inhibition (ThT binding) | hit rate 2.1% among 270,000 | recombinant tau K18 P301L (four-repeat tau fragment), heparin-induced fibrillization, ThT fluorescence | Potency, µM (highest dose often 57.4 µM), for the others: at the top dose activity, negative = inhibition, usual class: inhibitors | P10636; further: on the % scale 0 is the no-effect control and ±100 the full control effect; nearly all actives have a fitted effect of over 55% in size
Target sequence (P10636 561-689 P618L limits assumed): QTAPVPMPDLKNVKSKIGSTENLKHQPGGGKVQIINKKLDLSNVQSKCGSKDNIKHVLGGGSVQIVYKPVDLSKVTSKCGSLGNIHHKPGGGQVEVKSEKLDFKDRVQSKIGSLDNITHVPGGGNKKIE
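Heparin-induced fibrillization of the P301L-mutant K18 repeat-domain fragment of human tau was followed by ThT binding in quantitative high-throughput format.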
The depositor's hits bear a star; i = inactive; ? = inconclusive; · = not tested or not shown; & = joins results of further samples; [ ] = remark or other dose. Unless noted, the call rests on the fitted dose curve; in most records, active means well fitted curve in the direction sought with a large enough effect; inconclusive means small, poorly fitted or top-dose-only effect, or another doubt; inactive means no such curve, though single readings can be large; an effect the other way counts as inactive or inconclusive. Potency means the concentration at half of the fitted maximal effect. An excerpt; rates above refer to the full screens.

SMILES	L3MBTL1 block	RECQ1 helicase	ALDH1A1 block	SMN2 splice enh	Lamin A splicing	Luc counter	KDM4E inh	Tau ThT inhib
CC(C)(C)N1C(=O)c2ccc(C(=O)Nc3nccs3)cc2C1=O	2%	i	?	16%	14%	-2%	-7%	-8%
COCC(=O)Nc1cc(C)c2c(=O)oc3ccccc3c2n1	2%	i	0%	·	·	·	4%	-7%
CN(CCc1ccc(Cl)c(Cl)c1)CC(O)COc1ccc(NS(C)(=O)=O)cc1 (stereo not given)	·	i	-4%&-1%	0%&-16%	·	·	·	1%&1%
CC(C)CNC(=S)NC1CC2CCCC(C1)N2Cc1cccs1 (stereo not given)	-11%	4%	?	-33%[inhibitor]	-9%	-4%	6%	-4%
O=C(NCCCN1CCCC1=O)c1cc(-c2cccnc2)nc2ccc(Cl)cc12	·	5%	-3%	-20%	·	0%	?	0%
CCN(CC)CCN1C(=O)C(=O)/C(=C(/O)c2c(C)[nH]c(C(=O)OC)c2C)C1c1cccs1 (stereo not given)	·	i	?	1%	7%	-3%	-10%	-8%
C=CCN(c1ccc(C(=O)NCCc2ccccc2)cc1)S(C)(=O)=O	·	i	-5%	2%	-7%	-6%	2%	-16%
O=C(NCc1ccccc1)/C(=N\O)c1ccccc1	10%	i	12%	29%	-5%	8%	4%	-7%
COc1ccc(/C(O)=C2\C(=O)C(=O)N(CC3CCCO3)C2c2cc(OC)ccc2OC)cc1 (stereo not given)	·	-3%	?	-4%	2%	3%	-10%	-23%
CC(=O)c1cccc(Nc2nc(-c3ccccc3)cs2)c1	-3%	13%	?	11µM*	-21%[46 µM]	5%	-2%	?
Cc1cc(NC(=O)c2cc3n(n2)C(C(F)(F)F)CC(c2ccc(Cl)c(Cl)c2)N3)no1 (stereo not given)	-11%	-11%	10%	-23%	-9%	3%	5%	-16%
O=C(N/N=C/c1cccc(F)c1)c1cc(-c2ccco2)nc2ccccc12	5.6µM*	22µM*	?	?	-12%	-1%	?	?
CC(c1cccs1)N(C)Cc1nc(CCc2ccccc2)no1 (stereo not given)	48%[activator]	-4%	-6%	·	?	-2%	2%	-15%
C=CCc1cccc2cc(C(=O)Nc3ccc(CC(=O)O)cc3)c(=O)oc12	-10%	-4%	11%	9%	-18%[46 µM]	2%	-2%	?
Cc1cc(=O)oc(C)c1C(=O)Nc1cccc(F)c1	11%	-11%	·	·	·	·	4%	1%
Cn1c(=O)c2c(nc(SCC(=O)N3CCc4ccccc43)n2Cc2ccccc2)n(C)c1=O	·	-6%	3%	?	-7%	3%	4%	-1%
COC(=O)c1ccc(NC(=O)C2CCCN2S(=O)(=O)c2ccc(C)cc2)cc1 (stereo not given)	4%	-1%	11%	-11%	-4%	0%	8%	-12%
CC(=O)Nc1ccc(NC(=O)CNC(=O)COc2ccccc2)cc1	12%	i	8%	-5%	-12%[9.22 µM]	0%	20%	5%
COCCNc1nc(C(C)(C)C)nc2c1nnn2Cc1ccccc1Cl	1%[11.4 µM]	-7%	-10%	-35%[inhibitor]	23%	0%	8%	-7%
O=C1NC(Nc2ccccn2)(C(F)(F)F)C(=O)N1c1ccc(F)cc1 (stereo not given)	·	i	11%	·	-8%	6%	5%	8%
Cn1c(N)c(C(=O)COC(=O)CCc2c[nH]c3ccccc23)c(=O)n(C)c1=O	·	-7%	-1%	-7%	0%	-1%	8%	-11%
O=C1CN(C(=O)COc2ccc(Br)cc2F)c2ccccc2N1	0%	-5%	-14%	·	-2%	·	-3%	-4%
CCCN(CCC)C(=O)Nc1cc(Cl)ccc1OC	19%	-7%	·	·	·	·	-6%	-13%
CC(=O)NC1=C(C#N)C(c2ccccc2)c2c(ccc3ccccc23)O1 (stereo not given)	·	-15%	2%	-26%	?	-2%	1%	-7%
COc1c(C)cc(C(=O)C2CCCN(C(=O)c3cc(C)nc(C)n3)C2)cc1C (stereo not given)	1%	-11%	-5%	·	·	2%	?	2%

Looked up above:
Under Luc counter, C=CCc1cccc2cc(C(=O)Nc3ccc(CC(=O)O)cc3)c(=O)oc12 reads 2%
Under RECQ1 helicase, CC(=O)c1cccc(Nc2nc(-c3ccccc3)cs2)c1 reads 13%

More results follow.
SMILES	L3MBTL1 block	RECQ1 helicase	ALDH1A1 block	SMN2 splice enh	Lamin A splicing	Luc counter	KDM4E inh	Tau ThT inhib
Cc1cc(S(=O)(=O)N2CCN(c3ccc(F)cc3)CC2)c(C)s1	4%	-15%	5%	-22%	?	-2%	0%	-1%
O=C(Nc1ccc(NC(=O)c2ccccc2O)cc1)Nc1ccc(F)cc1F	4%	16%	·	·	·	·	?	-14%
CC1(C)NC(=O)N(CC(O)COc2ccccc2C(=O)N2CCCCC2)C1=O (stereo not given)	2%	-5%	13%	-7%	8%	-4%	-11%	11%
CCOC(=O)c1cccc(NC(=O)C2CCN(S(=O)(=O)c3cnc[nH]3)CC2)c1	1%	-5%	12%	9%	-3%	1%	5%	-2%
CCOC(=O)N1CCC(NC(=O)CC(NS(=O)(=O)c2ccc(C)cc2)c2ccco2)CC1 (stereo not given)	10%	-7%	-13%	-15%	3%	0%	-5%	-4%
COc1ccc(-c2[nH]ncc2C=O)cc1	7%	i	2%	-12%	-6%	-2%	7%	-2%
O=C(O)c1cccc(N2C(=O)C3C4C=CC(C4=C(c4ccccc4)c4ccccc4)C3C2=O)c1 (stereo not given)	?	13%	-3%	-23%	·	2%	-2%	9%
CC(=O)Oc1ccc(-c2csc(Nc3cccnc3)n2)cc1	-2%	i	-2%	-13%	-3%	8%	-6%	-13%
CCOc1ccc(S(=O)(=O)N2CCN(c3ccccc3)CC2)c2cccnc12	16%	i	28µM*	-17%	-2%	0%	2%	-4%
O=C(CSCc1c(Cl)cccc1Cl)Nc1ccc2c(c1)OCO2	·	-12%	?	-1%	4%	1%	2%	-18%
CC(C)(C)c1cc(NC(=O)c2cccnc2)no1	2%	-5%	-8%	?	0%	-9%	14%	-2%
CC(=O)Nc1cccc(N2CCCC2=O)c1	-8%[11.4 µM]	i	-2%	7%	6%	-5%	3%	-11%
CNC(=O)/C(C#N)=C\c1cc(C)n(-c2ccc(N3CCOCC3)cc2)c1C	-5%	4%	?	·	6%[46 µM]	-3%	-7%	-6%
CC1(C)CC2(CCO1)OC(=O)CC2C(=O)Nc1ccc(Cl)cc1[N+](=O)[O-] (stereo not given)	-8%	-7%	·	·	·	·	0%	-5%
COc1cc(/C=C2\SC(=N)N(c3ccc4c(c3)OCO4)C2=O)cc(OC)c1O	-2%	-16%	9%	-28%	-2%	1%	2%	3.2µM*
CCOC(=O)c1ccc(NC(=O)Nc2cc(C)on2)cc1	9%	-2%	12%	?	7%	0%	13%	-5%
O=C(Nc1ccccc1)C1=C[C@@H](c2ccc(C(F)(F)F)cc2)C[C@@H](OCc2ccc(CO)cc2)O1	3%	-19%	-15%	·	·	·	12%	-3%
CCn1cc(Br)c(C(=O)Nc2ccc(Cl)c(Cl)c2)n1	-9%	0%	-2%	?	2%	3%	-4%	-16%
O=c1c(Cc2ccc(Cl)cc2Cl)c(O)ccn1Cc1ccc(Cl)cc1	-3%	-23%	?	-11%	?	1%	-2%	-3%
COc1ccc(/C=C/C(=O)NC(=S)Nc2ccc(S(=O)(=O)Nc3ccc(OC)nn3)cc2)cc1	-8%	-7%	?	7%[1.84 µM]	-10%	-1%	-1%	?
CC(=O)N1CCC(=NNS(=O)(=O)c2cccc([N+](=O)[O-])c2)CC1	·	-11%	11µM*	-6%	11%	0%	3%	-17%
CC(=O)Nc1cccc(-c2csc(NCc3ccccc3)n2)c1	-13%	-12%	?	·	·	0%	?	?
Cc1cc(N2CCN(C)CC2)nc2ccc(NC(=S)N3CCC4(CC3)OCCO4)cc12	·	-4%	-8%	24%	·	-2%	?	?
CSc1cccc(NC(=S)N(CCC(C)C)C2CCN(C(C)C)CC2)c1	·	-3%	-3%	-33%[inhibitor]	·	3%	8%	-7%
O=C(CCC(=O)OCC(=O)c1ccc(-c2ccccc2)cc1)Nc1cccc(Cl)c1	0%	3%	-2%	2%	-1%	-2%	-5%	?
Cc1ccc(-c2cc(-c3nnc(SCC(=O)NCC(C)C)n3N)c3ccccc3n2)cc1	-1%	-6%	?	4%	1%	-6%	?	0%
CCCCC(=O)NC(=S)Nc1cccc(NC(=O)CC)c1	6%	-5%	-1%	-11%	4%	-1%	-3%	-7%

3 compounds from above, sorted by heavy-atom count, smallest number first.
SMILES	L3MBTL1 block	RECQ1 helicase	ALDH1A1 block	SMN2 splice enh	Lamin A splicing	Luc counter	KDM4E inh	Tau ThT inhib
Cc1cc(=O)oc(C)c1C(=O)Nc1cccc(F)c1	11%	-11%	·	·	·	·	4%	1%
O=c1c(Cc2ccc(Cl)cc2Cl)c(O)ccn1Cc1ccc(Cl)cc1	-3%	-23%	?	-11%	?	1%	-2%	-3%
O=C(N/N=C/c1cccc(F)c1)c1cc(-c2ccco2)nc2ccccc12	5.6µM*	22µM*	?	?	-12%	-1%	?	?

Record cards, from the list above.
Entry for O=C(Nc1ccccc1)C1=C[C@@H](c2ccc(C(F)(F)F)cc2)C[C@@H](OCc2ccc(CO)cc2)O1 → L3MBTL1 block = 3%; RECQ1 helicase = -19%; ALDH1A1 block = -15%; SMN2 splice enh = ·; Lamin A splicing = ·; Luc counter = ·; KDM4E inh = 12%; Tau ThT inhib = -3%
Entry for CC1(C)NC(=O)N(CC(O)COc2ccccc2C(=O)N2CCCCC2)C1=O (stereo not given) → L3MBTL1 block = 2%; RECQ1 helicase = -5%; ALDH1A1 block = 13%; SMN2 splice enh = -7%; Lamin A splicing = 8%; Luc counter = -4%; KDM4E inh = -11%; Tau ThT inhib = 11%

Structural class: those above containing a cyano group.
SMILES	L3MBTL1 block	RECQ1 helicase	ALDH1A1 block	SMN2 splice enh	Lamin A splicing	Luc counter	KDM4E inh	Tau ThT inhib
CC(=O)NC1=C(C#N)C(c2ccccc2)c2c(ccc3ccccc23)O1 (stereo not given)	·	-15%	2%	-26%	?	-2%	1%	-7%
CNC(=O)/C(C#N)=C\c1cc(C)n(-c2ccc(N3CCOCC3)cc2)c1C	-5%	4%	?	·	6%[46 µM]	-3%	-7%	-6%
